# Screening data (PubChem)
# DUSP3 inh: VHR1 phosphatase inhibitors, primary screen, biochemical, absorbance, uHTS; Dual specificity protein phosphatase 3 (Homo sapiens), P51452; inhibition, % at 13.3 µM; 0.52% of 290,000 active; recombinant VHR phosphatase, pNPP absorbance; AID 1654, 2009; in the data active = inhibition above about 50%; also: some compounds called inactive have numbers as strong as hits
# Mtb UGM inh: M. tuberculosis UGM enzyme inhibitors, primary screen, biochemical, fluorescence polarization, single point; purified UGM, fluorescence polarization probe displacement; UDP-galactopyranose mutase (Mycobacterium tuberculosis (strain ATCC 25618 / H37Rv)), …; 0.06% of 320,000 active; inhibition, % at 10 µM; in the data active = inhibition above about 10%, passing the limit was not always enough; inconclusive = no clear call, values can overlap the other calls
# Target sequence (P9WIQ1 whole entry, looked up): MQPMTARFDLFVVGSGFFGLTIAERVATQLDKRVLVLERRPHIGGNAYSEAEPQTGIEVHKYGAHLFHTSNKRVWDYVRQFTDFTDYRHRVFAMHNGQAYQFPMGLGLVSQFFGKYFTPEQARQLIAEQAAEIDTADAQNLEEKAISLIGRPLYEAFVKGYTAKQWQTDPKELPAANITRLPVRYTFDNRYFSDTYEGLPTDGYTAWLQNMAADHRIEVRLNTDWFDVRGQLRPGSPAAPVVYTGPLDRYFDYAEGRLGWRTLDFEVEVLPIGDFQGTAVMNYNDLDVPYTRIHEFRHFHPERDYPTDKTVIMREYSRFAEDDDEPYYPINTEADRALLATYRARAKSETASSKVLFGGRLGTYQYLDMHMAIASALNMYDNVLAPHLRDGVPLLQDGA
# BoNT-F LC inh: BoNT/F light chain protease inhibitors, primary screen, biochemical, flow cytometry, MLPCN library | inhibition, % at 10 µM | 0.22% of 360,000 active | AID 588497, 2011 | Multiplex microsphere protease cleavage assay; in the data active = inhibition above about 35%, passing the limit was not always enough; inconclusive = no clear call, values can overlap the other calls; also: plate controls were buffer without enzyme for full effect and enzyme alone for no effect
# Rv3671c inh: Rv3671c serine protease inhibitors, primary screen, biochemical, fluorescence polarization, M. tuberculosis H37Rv | P9WHR9 | inhibition, % at 5.96 µM | 0.048% of 320,000 active | AID 2606, 2010; in the data active = inhibition above about 38%;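 also: extracellular domain of Rv3671c used as enzyme; 0% = enzyme with DMSO and 100% = no enzyme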
# MazEF act: activators of E. coli MazEF toxin-antitoxin RNase, primary screen, biochemical, fluorescence, uHTS; 0.32% of 350,000 active; activation, % at 20 µM; AID 504720, 2011; FAM/BHQ RNA-DNA oligo cleavage fluorescence, 5 h; in the data active = activation above about 50%
# Target sequence (P0AE70 whole entry, looked up): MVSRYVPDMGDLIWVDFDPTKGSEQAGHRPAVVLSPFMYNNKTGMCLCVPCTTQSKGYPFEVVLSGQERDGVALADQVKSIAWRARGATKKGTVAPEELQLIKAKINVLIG
# GDH-TPI counter: GDH-TPI coupling enzyme inhibitors, primary screen, artefact control for M. tuberculosis FBA inhibitor project, biochemical, absorbance, full deck. 1.2% of 360,000 active. GDH-TPI coupled enzyme counterscreen, NADH absorbance. inhibition, % at 4.8 µM;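 also: 0% = DMSO wells and 100% = wells lacking the enzyme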
# CCHFV vOTU inh: CCHFV vOTU protease inhibitors, primary screen, biochemical, Pep-AMC substrate, fluorescence | 0.55% of 370,000 active | AID 651958, 2012 | Crimean-Congo hemorrhagic fever virus L polyprotein viral ovarian tumor (vOTU) protease … | inhibition, % at 11.5 µM; also: 0% = vehicle wells with enzyme and 100% = no enzyme wells
# Mtb FBA inh: Mtb FBA enzyme inhibitors, primary screen, biochemical, fluorescence, strain H37Rv. Fructose-bisphosphate aldolase (Mycobacterium tuberculosis (strain ATCC 25618 / H37Rv)), …. purified M. tuberculosis FBA, fluorescence read-out. inhibition, % at 1 µM. 2.3% of 360,000 active. AID 588726, 2011; in the data active = inhibition above about 27%;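 also: 0% = vehicle and 100% = reference inhibitor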
# Target sequence (P9WQA3 whole entry, looked up): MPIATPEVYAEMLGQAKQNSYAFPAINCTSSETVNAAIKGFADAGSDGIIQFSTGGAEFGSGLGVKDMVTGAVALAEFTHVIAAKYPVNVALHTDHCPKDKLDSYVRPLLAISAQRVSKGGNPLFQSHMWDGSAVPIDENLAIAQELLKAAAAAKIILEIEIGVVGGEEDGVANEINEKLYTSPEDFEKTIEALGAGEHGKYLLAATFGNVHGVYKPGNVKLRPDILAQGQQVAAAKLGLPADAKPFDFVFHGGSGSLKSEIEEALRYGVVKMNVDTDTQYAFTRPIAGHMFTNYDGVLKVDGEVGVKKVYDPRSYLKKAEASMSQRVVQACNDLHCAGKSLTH
# FadD28 binding: inhibitors of FadD28 bisubstrate probe binding, primary screen, biochemical, fluorescence polarization, single point; AID 588549, 2011; Mycobacterium tuberculosis FadD28 fatty-acid-AMP ligase; 0.22% of 360,000 active; inhibition, % at 12.5 µM; in the data active = inhibition above about 8.5%, passing the limit was not always enough; inconclusive = no clear call, values can overlap the other calls
# Mtb BioA inh: M. tuberculosis BioA enzyme inhibitors, primary screen, biochemical, plate reader, single point, HTS; 7,8-diaminopelargonic acid synthase BioA (Mycobacterium tuberculosis); purified M. tuberculosis BioA enzyme; inhibition, % at 9.99 µM; 0.096% of 360,000 active; AID 602481, 2012; in the data active = inhibition above about 40%; inconclusive = no clear call, values can overlap the other calls
# Numbers without * were called inactive; ? = inconclusive; · = no result given. Rule as the data show it, unless noted: active = inhibition above about 30%; inactive = the rest. Not a hit list. Share with any hit: about 4.9%.
SMILES,DUSP3 inh,Mtb UGM inh,BoNT-F LC inh,Rv3671c inh,MazEF act,GDH-TPI counter,CCHFV vOTU inh,Mtb FBA inh,FadD28 binding,Mtb BioA inh
CC1(C(=O)NS(=O)(=O)c2ccc(Br)cc2)CCN1C(=O)C1(c2ccccc2)CC1 (configuration not stated),·,·,2,·,·,12,16,4,1.6,0.4
Cc1[nH]c2ccccc2c1SCCN,·,-0.6,-13,2,8,-2,1,0,-3.2,-0.1
Cc1ccc(NC(=O)CC2Nc3ccccc3NC2=O)cc1Cl (configuration not stated),16,·,-1,·,11,10,11,3,-9.8,-3.0
COc1ccc(-c2csc(NC(=O)CCN3C(=O)C4CC=CCC4C3=O)n2)cc1OC (configuration not stated),·,0.9,6,-6,3,8,16,-2,-1.0,0.8
CCc1ccc(C(O)(CNCc2ccccc2)c2ccccc2)cc1 (configuration not stated),2,1.0,-29,·,0,3,1,1,-0.9,0.2
COc1ccc(N2C(=O)CC(Nc3cccc([N+](=O)[O-])c3)C2=O)cc1 (configuration not stated),-3,-4.9,1,3,9,3,1,3,0.7,·
CCCCC(=O)Nc1ccc(NC(=S)NC(=O)c2cccs2)cc1OC,-4,-0.5,-5,-1,5,1,0,3,-0.3,·
OC(CCN1CCCCC1)(c1ccccc1)C1C[C@@H]2C=C[C@H]1C2 (some centres not stated),·,-0.3,-4,8,9,9,3,4,-0.1,0.6
CCOC(=O)c1c(NC(=O)c2ccc(-n3cnnn3)cc2)sc2c1CCCC2,-5,·,1,·,-17,5,·,10,-0.6,·
O=C(N/N=C/c1ccc(O)cc1)c1cncc(Br)c1,-8,-1.0,-16,-7,10,20,6,3,·,-2.5
CC(C)(C)S(=O)(=O)c1cnc(N2CCCCC2)nc1N,-18,-2.1,-3,-3,4,2,-11,2,-0.9,·
COC(=O)C1CCN(C2CN(Cc3ccc([N+](=O)[O-])cc3)S(=O)(=O)C2)CC1 (configuration not stated),·,·,2,·,·,·,-8,1,-1.9,5.2
O=C(NCc1ccccc1)NC(=O)c1ccncc1,-4,1.4,-1,-3,-1,-2,-23,-1,-2.8,·
CCCCc1ccc(S(=O)(=O)NCCc2ccncc2)cc1,22,1.2,-85,-4,-3,-1,13,-1,-2.3,2.0
CCOC(=O)c1c(NC(=O)c2cccnc2)sc(C(C)=O)c1C,36,0.2,-2,-3,11,6,-3,-1,0.0,·
Cc1cccc(CSCCNC(=O)COc2ccc(Cl)cc2)c1,-8,1.2,-3,-6,1,7,8,-2,-0.9,·
CCc1nn(CCCC(=O)NCc2ccco2)c(=O)c2cc3occc3n12,10,-2.1,-7,2,5,4,24,-10,-3.9,9.9
CCOc1ccc(NC(=O)c2ccc(F)c(S(=O)(=O)N3CCN(c4ccccn4)CC3)c2)cc1,18,0.3,1,2,-1,11,-3,2,-0.7,·
COCCn1c(NCc2ccccc2)nc2c1c(=O)[nH]c(=O)n2C,18,-0.6,8,-2,9,5,6,-1,-3.3,-0.6
Cc1ccccc1N(C(=O)c1snc(C(N)=O)c1N)C(C(=O)NC1CCCCC1)c1ccc(O)cc1 (configuration not stated),16,-2.7,-13,-20,-1,8,-50,35*,-1.2,-2.0
C[C@H](O)[C@@]1(O)CC[C@H]2[C@@H]3CC[C@@H]4C[C@H](O)CC[C@]4(C)[C@H]3CC[C@@]21C,·,-0.1,1,1,4,1,-9,0,-2.5,-1.3
CCCCCC(=O)N1C[C@H](O)[C@@H](n2cc(COC(=O)c3ccccc3)nn2)C[C@@H]1c1ccc(C)cc1,·,·,3,·,2,-3,31*,0,-0.4,-0.2
CC1(C)CC(=O)C2=C(C1)c1c(ccc3ccccc13)NC2c1cc([N+](=O)[O-])cc([N+](=O)[O-])c1O (configuration not stated),9,1.8,7,10,6,9,44*,-12,32*,·
O=C(c1ccccc1CCc1ccccc1)N1CCCC1,7,1.9,-7,·,7,-3,-1,-2,-3.5,-5.3
C[n+]1ccc(C(=O)NCc2ccccc2)cc1,4,-1.4,?,2,5,-4,·,4,-2.5,-0.2
CCCc1cc(C(=O)Nc2ccc(F)cc2F)no1,5,-3.0,-4,0,4,9,4,0,-1.1,-2.2
O=C(O)[C@H](Cc1c[nH]c2ccccc12)Nc1ncccc1[N+](=O)[O-],49,-0.7,-28,-9,0,-3,6,-9,-0.1,0.8
Cc1ccc(OCC(=O)N(C)CC(=O)Nc2ccc(Cl)c(C(F)(F)F)c2)c([N+](=O)[O-])n1,·,-2.5,-2,-5,-2,10,7,3,-12,1.6
CSc1cccc(CN2CCN(CCc3ccccc3)C(CCO)C2)c1 (configuration not stated),12,-2.4,0,-4,3,-3,13,-4,-1.2,·
Cc1cccc2cc(C#N)c(N3CCC(O)CC3)nc12,-5,2.9,-4,4,2,17,-7,11,-2.7,·

# Next section; the last 4 above are carried over.
SMILES,DUSP3 inh,Mtb UGM inh,BoNT-F LC inh,Rv3671c inh,MazEF act,GDH-TPI counter,CCHFV vOTU inh,Mtb FBA inh,FadD28 binding,Mtb BioA inh
O=C(O)[C@H](Cc1c[nH]c2ccccc12)Nc1ncccc1[N+](=O)[O-],49,-0.7,-28,-9,0,-3,6,-9,-0.1,0.8
Cc1ccc(OCC(=O)N(C)CC(=O)Nc2ccc(Cl)c(C(F)(F)F)c2)c([N+](=O)[O-])n1,·,-2.5,-2,-5,-2,10,7,3,-12,1.6
CSc1cccc(CN2CCN(CCc3ccccc3)C(CCO)C2)c1 (configuration not stated),12,-2.4,0,-4,3,-3,13,-4,-1.2,·
Cc1cccc2cc(C#N)c(N3CCC(O)CC3)nc12,-5,2.9,-4,4,2,17,-7,11,-2.7,·
COc1cc(C2NC(=S)NC(C)=C2C(=O)Nc2ccc(C)cc2)ccc1O (configuration not stated),6,-0.4,1,-3,5,6,5,-1,-2.6,·
COc1ccccc1NC(=S)NC1CCC(CC2CCC(NC(=S)Nc3ccccc3OC)CC2)CC1 (configuration not stated),0,-0.6,-4,-42,-6,12,-10,-2,-2.2,·
CN(C)S(=O)(=O)c1ccc(C(=O)NCc2nnc(SCC(=O)NCc3ccco3)o2)cc1,29,1.5,10,-6,-4,14,3,1,-1.2,-1.4
O=[N+]([O-])c1ccc2[nH]c3c(c2c1)CCCC3,11,1.0,0,2,-3,11,5,1,-6.5,1.3
O=C(C[C@H]1C[C@H](C(=O)N2CCOCC2)[C@@]2(CCC3CCCC3)c3[nH]c4cc(-c5ccco5)ccc4c3CCN2C1=O)NCCC1=CCCCC1,·,·,-4,·,0,5,·,9,-5.0,-3.0
O=C(c1c(F)cccc1F)N(Cc1ccccc1)Cc1ccccc1,11,0.6,-3,-15,-1,12,4,-1,-0.4,-1.9
CCCn1c(=O)c(C#N)cn(C2CC2)c1=O,16,-0.8,-19,3,-12,-7,-15,-2,-1.4,·
CCOC(=O)c1cc(S(=O)(=O)NCc2ccc3c(c2)OCO3)cn1C,24,3.3,-3,3,3,-1,19,-1,0.4,-1.0
Cc1nc(Br)c(Br)c(C)c1Br,19,-1.3,?,7,8,10,-11,3,-3.0,-1.4
CCCCCc1ccc(-c2cn(CCc3c[nH]c4ccccc34)nn2)cc1,20,2.9,-2,1,2,9,6,2,-1.1,-0.4

# Next part; it opens with the 4 that closed the last part.
SMILES,DUSP3 inh,Mtb UGM inh,BoNT-F LC inh,Rv3671c inh,MazEF act,GDH-TPI counter,CCHFV vOTU inh,Mtb FBA inh,FadD28 binding,Mtb BioA inh
CCCn1c(=O)c(C#N)cn(C2CC2)c1=O,16,-0.8,-19,3,-12,-7,-15,-2,-1.4,·
CCOC(=O)c1cc(S(=O)(=O)NCc2ccc3c(c2)OCO3)cn1C,24,3.3,-3,3,3,-1,19,-1,0.4,-1.0
Cc1nc(Br)c(Br)c(C)c1Br,19,-1.3,?,7,8,10,-11,3,-3.0,-1.4
CCCCCc1ccc(-c2cn(CCc3c[nH]c4ccccc34)nn2)cc1,20,2.9,-2,1,2,9,6,2,-1.1,-0.4
Cc1ccc[n+](CC(=O)N2CCCc3ccccc32)c1,21,-0.4,-7,-7,4,-7,-14,-1,-4.2,-1.2
CCC(CC)NC(=O)Nc1ccc(C)cc1,13,0.1,0,-2,-2,5,5,4,-0.7,-1.9
O=C(Nc1ccc2c(c1)OCO2)C1COc2ccccc2O1 (configuration not stated),19,-5.2,-26,2,6,8,-15,0,0.1,·
COc1ccc(/C=N/NC(=O)c2ccncc2)c(OC)c1,-1,0.0,?,-2,7,20,1,-3,-3.2,-0.4
NC(=O)NC(c1ccc(Cl)cc1)c1ccccc1Cl (configuration not stated),8,1.3,-4,4,-7,12,-7,-1,-1.5,·
O=C(NCC1CCCO1)c1cc(NS(=O)(=O)c2cccs2)cc(NS(=O)(=O)c2cccs2)c1 (configuration not stated),34,-1.4,-4,-3,-1,-4,-3,1,-3.4,0.6
Cc1ccc(C(=O)c2ccccc2C(=O)OCC(=O)NCCc2ccccc2)cc1,4,-1.9,-2,-5,-11,2,-10,2,-3.0,0.0
O=C(O)/C=C(/c1ccccc1)C(F)(F)F,·,·,-8,·,0,6,8,-1,0.1,2.7
CCCNC(=O)CC(NS(=O)(=O)c1ccc(Cl)cc1)c1ccco1 (configuration not stated),19,-1.3,11,-1,4,-8,7,5,-1.6,-1.2
O=C1NC2(CCCCCC2)C(=O)N1Cc1ccc([N+](=O)[O-])cc1,24,0.8,2,1,8,3,17,-1,-0.6,·
CCc1ccc(OCC2NCCc3cc(OC)c(OC)cc32)cc1 (configuration not stated),4,-4.1,-4,0,5,-7,2,4,-1.7,-0.3
COc1ccccc1CNCC(=O)Nc1cc(S(=O)(=O)N2CCCCC2)ccc1C,·,·,0,3,8,-10,0,0,-3.4,-0.1
C[C@]12CCC3C(CC[C@H]4C[C@@H](O)CC[C@]34C)C1C[C@@H](Br)[C@@H]2O (some centres not stated),·,2.1,·,0,-20,·,12,·,·,·
NNC(=S)Nc1ccc(S(=O)(=O)N2CCCCC2)cc1,31,-0.4,-8,-7,5,11,7,3,-2.5,·
CCC(C)(C)NC(=O)CN(Cc1ccc2c(c1)OCO2)C(=O)CCC(=O)Nc1nccs1,22,-0.6,-12,-1,3,1,-6,7,1.2,·
